p53 PUMA act: mutant p53 pathway reactivation; activation, % at 9.98 µM; 28,000 tested, 1.5% active; AID 624151; SW480 PUMA-promoter luciferase; in the data active means activation above about 52%; inconclusive means no clear call, values can overlap the other calls
STK33 inh: blocks human STK33 kinase activity | ADP-Glo luminescence, MBP substrate | 27,000 tested, 0.44% active | inhibition, % at 12.5 µM; in the data active means inhibition above about 20%; inconclusive means no clear call, values can overlap the other calls
Target sequence (Q9BYT3 whole entry, looked up): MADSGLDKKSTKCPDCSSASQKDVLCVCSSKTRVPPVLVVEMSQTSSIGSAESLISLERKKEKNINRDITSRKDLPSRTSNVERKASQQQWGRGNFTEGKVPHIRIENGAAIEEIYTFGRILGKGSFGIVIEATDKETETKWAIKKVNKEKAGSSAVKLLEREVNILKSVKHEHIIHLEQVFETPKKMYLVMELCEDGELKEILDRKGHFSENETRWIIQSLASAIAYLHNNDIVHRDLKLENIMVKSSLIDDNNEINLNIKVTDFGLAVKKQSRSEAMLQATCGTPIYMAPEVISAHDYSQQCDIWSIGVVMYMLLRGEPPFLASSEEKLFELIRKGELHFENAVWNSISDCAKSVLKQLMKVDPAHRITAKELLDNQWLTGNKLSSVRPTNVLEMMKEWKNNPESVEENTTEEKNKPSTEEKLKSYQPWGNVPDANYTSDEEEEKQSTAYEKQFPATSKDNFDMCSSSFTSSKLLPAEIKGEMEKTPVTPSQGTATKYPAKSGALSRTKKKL
The depositor's hits bear a star; ? = inconclusive; . = no result given.

SMILES	p53 PUMA act	STK33 inh
CNC[C@@H]1OCCCC[C@H](C)Oc2ccc(NC(=O)NC(C)C)cc2C(=O)N([C@H](C)CO)C[C@@H]1C	0	.
CNC[C@H]1OCCCC[C@@H](C)Oc2ccc(NS(=O)(=O)c3cccs3)cc2C(=O)N([C@H](C)CO)C[C@@H]1C	2	2
CC(C)NC(=O)Nc1ccc2c(c1)CC(=O)N([C@@H](C)CO)C[C@H](C)[C@H](CN(C)S(=O)(=O)c1ccc(Cl)cc1)O2	.	0
C[C@H](CO)N1C[C@H](C)[C@@H](CN(C)C)OCCCC[C@H](C)Oc2ccc(NC(=O)c3ccncc3)cc2C1=O	9	.
C[C@@H]1CN([C@@H](C)CO)C(=O)c2cc(NS(=O)(=O)c3ccccc3)ccc2O[C@@H](C)CCCCO[C@H]1CN(C)C(=O)C1CCCCC1	-2	.
O=C(NCc1ccccn1)C(=O)Nc1ccc(Cl)c(Cl)c1	58*	0
C[C@@H]1CN([C@@H](C)CO)C(=O)Cc2cc(NC(=O)Nc3ccc(C(F)(F)F)cc3)ccc2O[C@@H]1CN(C)Cc1ccc(C(F)(F)F)cc1	.	0
C[C@H](CO)N1C[C@H](C)[C@H](CN(C)Cc2ccc(C(F)(F)F)cc2)Oc2ccc(NC(=O)C3CCCCC3)cc2CC1=O	.	-4
C=CC[C@]1(C(=O)N2CCOCC2)COC(c2ccc(OCCCO)cc2)=N1	.	-7
C[C@@H]1CCCCO[C@@H](CN(C)C)[C@@H](C)CN([C@H](C)CO)C(=O)c2cc(NS(=O)(=O)c3ccccc3)ccc2O1	.	1
Cc1noc(C)c1NC(=O)Nc1ccc2c(c1)C(=O)N([C@H](C)CO)C[C@H](C)[C@H](CN(C)C(=O)CCCN(C)C)OCCCC[C@@H](C)O2	10	3
Cc1ccc(N(CC(=O)Nc2cc(Cl)ccc2Cl)S(C)(=O)=O)cc1C	-8	-1
CNC[C@@H]1Oc2ccc(NC(=O)CCC(F)(F)F)cc2C(=O)N([C@H](C)CO)C[C@H]1C	-3	.
COc1ccc(C(C)(C)C)cc1NC(=S)Nc1ccc(S(=O)(=O)Nc2ncccn2)cc1	19	-1
CC(=O)Nc1ccc(C(=O)CSc2nnc(-c3ccncc3)o2)cc1	1	-2
CCOC(=O)c1c(-c2ccc(C)o2)csc1NC(=S)NC(=O)N(C)C	1	3
COc1ccccc1-n1cc(C(=O)NCC(=O)NCC2COc3ccccc3O2)c2ccccc2c1=O (configuration not stated)	.	1
C[C@@H]1CC[C@]2(C(=O)OC3OC(CO)C(OC4OC(CO)C(O)C(O)C4O)C(O)C3O)CC[C@]3(C)C(=CCC4[C@@]5(C)CC[C@H](O)[C@](C)(C(=O)O)C5CC[C@]43C)C2[C@]1(C)O (some centres not stated)	0	-3
C[C@@H]1CN([C@@H](C)CO)C(=O)c2cc(NC(=O)NC3CCCCC3)ccc2O[C@@H](C)CCCCO[C@@H]1CN(C)C(=O)c1ccccc1	-1	.
CCOC(=O)Cc1csc(NC(=O)c2sc3cccc(F)c3c2Cl)n1	-21	1
CC(=O)c1cn(CC(=O)NCC2CCCO2)c2ccccc12 (configuration not stated)	-8	0
Oc1ccccc1Cn1c(-c2ccccc2O)nc2ccccc21	-4	2
COC(=O)c1ccccc1NC(=O)NCc1cccnc1	-4	1
CC1=CC(C)C2COC(c3ccccc3OCc3ccccc3)C1C2C (configuration not stated)	.	2
COc1ccc(OC)c(S(=O)(=O)N(C)CC(=O)Nc2ccc(F)cc2)c1	2	3

Given bar-delimited: part of the list above
Molecule | p53 PUMA act | STK33 inh
CC(C)NC(=O)Nc1ccc2c(c1)CC(=O)N([C@@H](C)CO)C[C@H](C)[C@H](CN(C)S(=O)(=O)c1ccc(Cl)cc1)O2 | . | 0
COc1ccccc1-n1cc(C(=O)NCC(=O)NCC2COc3ccccc3O2)c2ccccc2c1=O (configuration not stated) | . | 1
C[C@@H]1CN([C@@H](C)CO)C(=O)Cc2cc(NC(=O)Nc3ccc(C(F)(F)F)cc3)ccc2O[C@@H]1CN(C)Cc1ccc(C(F)(F)F)cc1 | . | 0
CCOC(=O)c1c(-c2ccc(C)o2)csc1NC(=S)NC(=O)N(C)C | 1 | 3

Next part
SMILES	p53 PUMA act	STK33 inh
Cc1cccc(C(=O)O)c1NC(=O)C(C)Oc1ccc(Cl)cc1Cl (configuration not stated)	1	-4
COc1ccc(NC(=O)N(C)C[C@H]2Oc3ccc(NS(=O)(=O)c4cn(C)cn4)cc3CC(=O)N([C@H](C)CO)C[C@H]2C)cc1	.	-3
C[C@H]1CN([C@@H](C)CO)S(=O)(=O)c2ccc(C#Cc3ccccc3)cc2O[C@H]1CN(C)C(=O)CN(C)C	2	.
Cn1cnnc1Sc1c([N+](=O)[O-])ncn1C	-4	.
C[C@H]1CN([C@@H](C)CO)C(=O)CCCn2nncc2CO[C@H]1CN(C)S(=O)(=O)c1ccc(Cl)cc1	2	1
C[C@H](CO)N1C[C@H](C)[C@H](CN(C)C)OCc2cnnn2CCCC1=O	-1	-1
Cc1ccc(S(=O)(=O)Nc2ccc3c(c2)C(=O)N([C@H](C)CO)C[C@H](C)[C@@H](CN(C)Cc2ccc(C(=O)O)cc2)OCCCC[C@H](C)O3)cc1	-2	.
C[C@@H]1CN([C@@H](C)CO)C(=O)c2cc(NS(=O)(=O)c3cn(C)cn3)ccc2O[C@H]1CN(C)Cc1ccc2c(c1)OCO2	9	.
Cc1noc(C)c1NC(=O)Nc1ccc2c(c1)C(=O)N([C@@H](C)CO)C[C@@H](C)[C@@H](CN(C)C(=O)Nc1ccc(F)cc1)O2	.	3
CC(NS(=O)(=O)c1ccc(Cl)cc1)C(=O)Nc1ccc(Oc2ccccc2)cc1 (configuration not stated)	-11	2
COc1ccc(S(=O)(=O)N(C)CC(N)=O)cc1Cl	7	-3
c1ccc(-c2[nH]ncc2-c2ccnc3ccccc23)nc1	7	.
COc1ccc(S(=O)(=O)N(C)C[C@H]2Oc3ccc(NC(=O)CCN4CCOCC4)cc3CC(=O)N([C@@H](C)CO)C[C@@H]2C)cc1	.	0
C[C@H]1CN([C@@H](C)CO)C(=O)c2cccc(NC(=O)Nc3cccc4ccccc34)c2O[C@H]1CN(C)Cc1ccncc1	11	.
O=S(=O)(Nc1ccc(O)c(Sc2nc3ccccc3s2)c1)c1cccc2cccnc12	-16	-5
Cc1cc([N+](=O)[O-])nn1CC(=O)NC(C)C	-1	-1
C[C@@H]1CCCCO[C@@H](CN(C)C(=O)Nc2ccc(F)cc2)[C@@H](C)CN([C@H](C)CO)C(=O)c2cc(NS(C)(=O)=O)ccc2O1	.	-1
Nc1cccc2c(=O)[nH]ccc12	-2	.
C[C@H](CO)N1C[C@H](C)[C@H](CN(C)Cc2ccc3c(c2)OCO3)Oc2ccc(NC(=O)Cc3cn(C)c4ccccc34)cc2CC1=O	.	-2
Cc1cccc2c(C(=O)NCCN3CCOCC3)cc(-c3ccccc3Cl)nc12	5	0
COc1cccc(-c2cnc3c(c2)C(=O)N([C@H](C)CO)C[C@H](C)[C@H](CN(C)Cc2cccnc2)O3)c1	4	.
O=C(C[C@H]1C[C@@H]2c3cc(NC(=O)Nc4ccc(C(F)(F)F)cc4)ccc3O[C@@H]2[C@@H](CO)O1)NCc1ccc2c(c1)OCO2	-59	.
C[C@H](CO)N1C[C@H](C)[C@@H](CN(C)C(=O)Nc2ccc(F)cc2)Oc2ccc(NC(=O)Cc3ccccc3)cc2C1=O	6	-6
C[C@H](CO)N1C[C@H](C)[C@H](CN(C)Cc2ccc(C(=O)O)cc2)Oc2c(NC(=O)NC3CCCCC3)cccc2C1=O	13	.
O=c1cc(CSc2nc3ccccc3[nH]2)c2ccccc2[nH]1	?	1

6 entries from above, set out differently:
canonical_smiles | p53 PUMA act | STK33 inh
Cc1noc(C)c1NC(=O)Nc1ccc2c(c1)C(=O)N([C@@H](C)CO)C[C@@H](C)[C@@H](CN(C)C(=O)Nc1ccc(F)cc1)O2 | . | 3
CC(NS(=O)(=O)c1ccc(Cl)cc1)C(=O)Nc1ccc(Oc2ccccc2)cc1 (configuration not stated) | -11 | 2
COc1ccc(S(=O)(=O)N(C)CC(N)=O)cc1Cl | 7 | -3
c1ccc(-c2[nH]ncc2-c2ccnc3ccccc23)nc1 | 7 | .
COc1ccc(S(=O)(=O)N(C)C[C@H]2Oc3ccc(NC(=O)CCN4CCOCC4)cc3CC(=O)N([C@@H](C)CO)C[C@@H]2C)cc1 | . | 0
C[C@H]1CN([C@@H](C)CO)C(=O)c2cccc(NC(=O)Nc3cccc4ccccc34)c2O[C@H]1CN(C)Cc1ccncc1 | 11 | .

Next part:
SMILES	p53 PUMA act	STK33 inh
COc1ccccc1CNC(=O)c1cnn2c(C(F)F)cc(C)nc12	-10	-2
COc1ccc(S(=O)(=O)N(C)C[C@@H]2Oc3ccc(NS(C)(=O)=O)cc3C(=O)N([C@@H](C)CO)C[C@@H]2C)cc1	.	-2
COc1cc(C2CC(=O)c3c(O)cc(O)cc3O2)ccc1O (configuration not stated)	-5	4
C[C@H]1CN([C@@H](C)CO)S(=O)(=O)c2ccc(C3=CCCCC3)cc2O[C@@H]1CN(C)C	-4	.
C/C=C/c1ccc2c(c1)O[C@H](CN(C)S(=O)(=O)c1ccc(F)cc1)[C@H](C)CN([C@H](C)CO)S2(=O)=O	-13	.
CC(=O)c1cn(CC(=O)NCc2cccnc2)c2ccccc12	-11	-2
C[C@H]1CN([C@@H](C)CO)C(=O)Cc2cc(NC(=O)Nc3ccc(F)cc3)ccc2O[C@H]1CN(C)C(=O)NC1CCCCC1	-3	.
Cc1ccccc1-c1nc(S(=O)(=O)c2ccc(Cl)cc2)c(NCC2CCCO2)o1 (configuration not stated)	10	2
COc1ccc(NC(=O)CSc2nc(-c3cccs3)cc(C(F)(F)F)c2C#N)cc1	-13	5
C=CCN1Cc2ccccc2[C@H]2OC(c3ccc(OCCCO)cc3)=N[C@@]2(CCC(=O)OC(C)(C)C)C1=O	.	-3
Cn1c(SCC(=O)Nc2ccc(Cl)cc2)nc2sc3c(c2c1=O)CCCC3	3	-5
CNC[C@@H]1Oc2ccc(NC(=O)NC3CCCCC3)cc2CC(=O)N([C@@H](C)CO)C[C@@H]1C	.	2
C[C@@H](O)C#Cc1cnc2c(c1)C(=O)N([C@@H](C)CO)C[C@H](C)[C@@H](CN(C)C(=O)CN(C)C)O2	3	.
Cc1ccc(NC(=O)CSc2nc3ccccc3s2)cc1Cl	-1	4
O=S(=O)(N[C@@H]1CCCN(Cc2ccc(OCCO)cc2)C1)c1cccc2cccnc12	.	-8
CC(C)c1ccccc1NC(=O)CSc1nc(-c2ccccc2)cc(=O)[nH]1	3	-2
C[C@@H]1CN([C@H](C)CO)S(=O)(=O)c2ccc(C#CC3CC3)cc2O[C@H]1CN(C)Cc1cccnc1	-38	.
CC(=O)N1CCc2cc(NC(=S)Nc3ccccc3Cl)ccc21	.	-3
C[C@H]1CN([C@@H](C)CO)C(=O)c2cc(NS(=O)(=O)c3cn(C)cn3)ccc2O[C@H]1CN(C)Cc1ccncc1	-1	.
C[C@H]1CN([C@@H](C)CO)C(=O)c2cc(NS(=O)(=O)c3ccccc3)ccc2O[C@@H]1CN(C)Cc1ccc(-c2ccccc2)cc1	.	2
Cc1c(NC(=O)CNS(=O)(=O)c2ccc(Br)cc2)c(=O)n(-c2ccccc2)n1C	1	1
C[C@H]1CN([C@@H](C)CO)C(=O)Cc2cc(NS(=O)(=O)c3ccc(Cl)cc3)ccc2O[C@H]1CN(C)Cc1ccc2c(c1)OCO2	.	-4
CCOC(=O)C1=C(C)N(c2nonc2NC(C)=O)C(N)=C(C#N)C1c1ccc(Br)cc1 (configuration not stated)	-14	.
C[C@@H]1CCCCO[C@@H](CN(C)S(=O)(=O)c2cn(C)cn2)[C@@H](C)CN([C@@H](C)CO)C(=O)c2cc(N(C)C)ccc2O1	-8	.
C[C@H](CO)N1C[C@H](C)[C@H](CN(C)S(=O)(=O)c2cccs2)Oc2ncc(-c3cccc(F)c3)cc2C1=O	.	0
Next part.
SMILES	p53 PUMA act	STK33 inh
CCC(C)C(OC1OC(C)C(O)C(O)C1O)C(C)C(=O)C(C)/C=C(\C)CC(C)C(O)C(C)C(=O)O (configuration not stated)	-3	-4
C[C@H](CO)N1C[C@H](C)[C@H](CN(C)S(=O)(=O)c2ccccc2F)Oc2ncc(/C=C/c3ccccc3)cc2C1=O	8	.
Cc1ccc(S(=O)(=O)NC2c3cccc4cccc(c34)C2Sc2nnc(N)s2)cc1 (configuration not stated)	-14	1
C[C@@H]1CCCCO[C@@H](CN(C)C)[C@@H](C)CN([C@@H](C)CO)C(=O)c2cc(N(C)C)ccc2O1	-5	.
C[C@H]1CN([C@@H](C)CO)C(=O)Cc2cc(NC(=O)NC3CCCCC3)ccc2O[C@@H]1CN(C)C(=O)NC1CCCCC1	6	3
CC(C)NC(=O)Nc1ccc2c(c1)C(=O)N([C@H](C)CO)C[C@H](C)[C@H](CN(C)C(=O)CCCN(C)C)OCCCC[C@H](C)O2	-3	.
COc1ccc(-c2cnc3c(c2)C(=O)N([C@@H](C)CO)C[C@@H](C)[C@@H](CN(C)C(=O)C2CCCCC2)O3)cc1	2	.
Cc1noc(C)c1NC(=O)Nc1ccc2c(c1)CC(=O)N([C@@H](C)CO)C[C@@H](C)[C@H](CN(C)Cc1ccc(C(F)(F)F)cc1)O2	-8	.
C[C@H](CO)N1C[C@H](C)[C@H](CN(C)C(=O)NC2CCCCC2)Oc2c(NC(=O)Nc3ccc4c(c3)OCO4)cccc2C1=O	-8	.
C[C@@H]1CCCCO[C@@H](CN(C)S(=O)(=O)c2cn(C)cn2)[C@@H](C)CN([C@H](C)CO)C(=O)c2cc(NC(=O)C3CCCCC3)ccc2O1	.	-2
C[C@H]1CN([C@@H](C)CO)C(=O)c2cccc(N(C)C)c2O[C@@H]1CN(C)C(=O)Nc1cccc2ccccc12	-5	.
O=C(COc1ccc2ccccc2c1Br)NCCN1CCOCC1	9	0

In another format: two of the compounds above.
C[C@H](CO)N1C[C@H](C)[C@H](CN(C)S(=O)(=O)c2ccccc2F)Oc2ncc(/C=C/c3ccccc3)cc2C1=O
  p53 PUMA act: 8; STK33 inh: .
Cc1ccc(S(=O)(=O)NC2c3cccc4cccc(c34)C2Sc2nnc(N)s2)cc1 (configuration not stated)
  p53 PUMA act: -14; STK33 inh: 1

Screens (PubChem)

These rows are one share of the data; the hit share may differ from the screen's.
